GPR151 activ = activators of human GPR151, primary screen, cell-based, PathHunter beta-arrestin, luminescence; G-protein coupled receptor 151 (Homo sapiens), Q8TDV0; PathHunter beta-arrestin GPR151 cells; activation, % at 11.2 µM; hit rate 1% among 650,000; AID 1508602, 2020; in the data active = activation above about 4.9%;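 also: 0% = median of compound wells and 100% = cells with positive control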
TEAD-YAP inh = TEAD-YAP interaction inhibition, primary screen, TEAD-YAP interaction inhibitor project, luminescence, HEK-TIYL cells. TEAD-Gal4/YAP UAS-luciferase luminescence. inhibition, % at 9.12 µM. hit rate 1.4% among 640,000. AID 1259422, 2018; in the data active = inhibition above about 32%;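 also: 0% = median of test compound wells and 100% = reference inhibitor wells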
MITF inh = MITF inhibitors, primary screen, biochemical, AlphaScreen, human; AlphaScreen MITF homodimerization, bead proximity signal; inhibition, % at 2.6 µM; hit rate 0.91% among 650,000; AID 1259374, 2018; in the data active = inhibition above about 50%;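 also: 0% = vehicle wells with protein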
FBW7 activator = FBW7 E3 ligase activators, primary screen, biochemical, AlphaScreen, human; normalized activity (activation), % at 26.1 µM; hit rate 0.13% among 650,000; F-box/WD repeat-containing protein 7 (Homo sapiens), Q969H0; AID 1259310, 2017; AlphaScreen FBW7–phospho-cyclin E peptide binding, activator screen; in the data active = normalized activity above about 1.9%;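 also: purified mutant Fbw7 with reduced substrate affinity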
Target sequence (Q969H0 whole entry, looked up): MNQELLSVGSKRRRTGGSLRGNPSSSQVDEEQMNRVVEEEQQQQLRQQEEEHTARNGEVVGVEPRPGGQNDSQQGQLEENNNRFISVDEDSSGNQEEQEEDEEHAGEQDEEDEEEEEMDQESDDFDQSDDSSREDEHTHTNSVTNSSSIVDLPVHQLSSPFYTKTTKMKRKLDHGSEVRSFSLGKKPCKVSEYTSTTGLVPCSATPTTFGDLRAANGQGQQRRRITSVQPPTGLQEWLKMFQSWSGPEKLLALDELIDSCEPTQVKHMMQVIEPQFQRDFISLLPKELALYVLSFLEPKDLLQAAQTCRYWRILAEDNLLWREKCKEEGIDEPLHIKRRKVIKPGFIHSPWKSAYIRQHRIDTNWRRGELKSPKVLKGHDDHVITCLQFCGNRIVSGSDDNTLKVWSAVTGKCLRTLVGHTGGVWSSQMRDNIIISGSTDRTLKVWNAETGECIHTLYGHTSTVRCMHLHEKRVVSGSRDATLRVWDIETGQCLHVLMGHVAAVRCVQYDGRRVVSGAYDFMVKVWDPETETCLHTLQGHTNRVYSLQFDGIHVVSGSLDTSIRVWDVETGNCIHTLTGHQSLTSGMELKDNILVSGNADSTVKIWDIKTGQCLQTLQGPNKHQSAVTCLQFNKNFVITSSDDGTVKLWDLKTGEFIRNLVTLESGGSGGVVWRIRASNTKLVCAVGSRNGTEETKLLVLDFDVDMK
Numbers without * were called inactive.

canonical_smiles | GPR151 activ | TEAD-YAP inh | MITF inh | FBW7 activator
CC(=O)C1=C(O)C(=O)N(c2nc3ccccc3s2)C1c1ccc([N+](=O)[O-])cc1 (stereo not drawn) | 0.3 | 0 | 5 | 0.0
COCCn1c(Cc2cccn2C)nnc1SCC(=O)Nc1ccc(Cl)cc1 | -3.1 | 2 | 2 | -0.2
COc1cc(OC)c(OC)cc1CN1CCN(CC2CC3C=CC2C3)CC1 (stereo not drawn) | 0.9 | -4 | 57* | -0.2
COc1ccc(CNC(=O)C(=O)NCC2OCCN2S(=O)(=O)c2ccccc2)cc1 (stereo not drawn) | -1.2 | 5 | -4 | 0.3
CSCCC1NC(=O)N(CC(=O)N2CCc3ccccc3C2)C1=O (stereo not drawn) | -0.9 | 0 | 6 | 0.1
O=C(Nc1ccc(O)cc1)c1cccc(N2C(=O)c3cccc([N+](=O)[O-])c3C2=O)c1 | -0.9 | 15 | -8 | -0.1
Cc1ccsc1CN1CC(=O)N(c2ccc(Cl)c(Cl)c2)C1=O | -0.9 | -16 | 15 | 0.5
O=C(CCc1ccccc1)Nc1nnc(Cc2cccs2)o1 | 0.9 | -5 | -3 | -0.4
Oc1ccc(-c2csc(-c3ccncc3)n2)c(O)c1 | -2.4 | -26 | 13 | 1.5
Cc1cc(=O)[nH]c(Nc2nc3ccccc3[nH]2)n1 | 1.0 | -6 | -1 | -0.1
O=C(Nc1cc2ccccc2cc1NC(=O)c1cc(Cl)cc(Cl)c1)c1cc(Cl)cc(Cl)c1 | 0.3 | -1 | 9 | 0.0
Cc1ccc(OC(C)C(=O)Nc2ccc(C(N)=O)cc2)cc1C (stereo not drawn) | -0.2 | 1 | -11 | -0.1
Cc1cc(OCCOCCNC(C)(C)C)cc(C)c1Cl | 0.8 | 0 | 31 | 0.1
O=C(CC(c1ccccc1)c1ccccc1O)N1CCNCC1 (stereo not drawn) | 0.3 | 3 | 23 | 1.0
CCOc1ccc(N2C(=O)NC(=O)/C(=C\c3ccc(-c4ccccc4C(=O)O)o3)C2=O)cc1 | -1.0 | -6 | 6 | -0.2
CC(=O)c1c(C)[nH]c(C(=O)NCCN2CCC(Cc3ccccc3)CC2)c1C | 1.8 | -1 | 1 | -0.3
CCN(Cc1ccccc1)C(=O)CSCc1ccccc1 | 1.6 | -32 | -16 | 0.3
O=C(c1ccn(C(=O)c2ccc(Cl)cc2)n1)N1CCCCC1 | 0.3 | 3 | -2 | -0.1
O=C(Nc1ccc2oc(-c3ccccc3)nc2c1)c1ccc(-c2ccc([N+](=O)[O-])cc2)o1 | 0.2 | -2 | 15 | 0.1
O=C(NCc1ccccc1)c1cc(Cl)nc2ccccc12 | 2.0 | 6 | 10 | 0.0
CCOC(=O)c1c(NC(=O)CSc2nnc(CNC(=O)c3ccc(OC)c(OC)c3)n2C2CCCCC2)sc2c1CCCCC2 | -1.2 | -3 | -8 | 0.0
O=C(Nc1ccccc1CO)c1ccc(Br)cc1 | -4.0 | -37 | 18 | 0.5
CC(C)c1nnc(NC(=O)C2CCCN2C(=O)Nc2ccccc2F)s1 (stereo not drawn) | 0.1 | -10 | -6 | -0.1
COc1ccc(OC)c(S(=O)(=O)NC(N)=NCCc2ccccc2OC)c1 | 2.1 | 10 | -4 | -0.2
Cc1ccccc1C(=O)Nc1sc2c(c1C(=O)N1CCN(C)CC1)CCC(C(C)(C)C)C2 (stereo not drawn) | -0.1 | -4 | 5 | -0.2
O=C(NCCO)c1ccc(OC2OCCOC2Oc2ccc(C(=O)NCCO)cc2)cc1 (stereo not drawn) | -2.0 | 8 | 4 | 0.4
CSC1=NCCN1C(=O)c1ccc(S(=O)(=O)N2CCOCC2)cc1 | -0.6 | -3 | 9 | 1.1
CCOc1cccc(C2CC(c3ccc(C)cc3)=NC(c3cccc(F)c3)N2)c1O (stereo not drawn) | 0.5 | -49 | -4 | 0.0
CC(C)CN(C(=O)c1cccc(F)c1)c1nnc(-c2ccncc2)s1 | -1.0 | -4 | 0 | -0.2
O=C(O)c1ccc(F)c(S(=O)(=O)N2CCCCC2)c1 | 2.0 | 3 | 6 | 0.1
COc1cc(NC(=O)c2ccnc(-c3c(C)nn(C)c3C)c2)cc(OC)c1OC | 2.1 | -11 | 1 | -0.1
CCCOc1ccc(S(=O)(=O)NCc2ccncc2)c2ccccc12 | -0.1 | 32* | 16 | 0.0
CCOC(=O)c1cc(-c2ccccc2)sc1NC(=O)CN1CCCC1 | -0.8 | 1 | 4 | -0.4
O=C(CN1N=C(c2ccc(Cl)cc2)CCC1=O)NCCc1ccccc1 | 2.2 | 8 | 0 | -0.1
COCCNc1nc(SCc2cccc(F)c2)nc2ccccc12 | 1.8 | -5 | 2 | -0.1
C#CCN(C)C(=O)c1cnc2sc3cc(OC)ccc3n2c1=O | 2.1 | -2 | 16 | 0.3
CCOC(=O)c1nn(-c2ccc(OC)cc2)c(=O)c2c(NC(=O)C(CC)CC)scc12 | 2.4 | 12 | 0 | 0.5
Cc1ccc(CNC(=O)C(=O)Nc2ccccc2F)cc1 | -0.2 | -21 | 14 | 0.2
CCN(C(=O)Cn1c(=O)oc2ccccc21)c1ccc(F)cc1 | -1.5 | 3 | 21 | 1.0
CCOc1ccc(C2CC(c3cccs3)Nc3ncnn32)cc1OC (stereo not drawn) | 2.3 | 0 | -8 | 0.1
CCCn1c(SCC(=O)Nc2ccc(C)cc2Cl)nc2c(oc3ccccc32)c1=O | 4.2 | 6 | -9 | 0.0
Cc1ccc(OCc2nc3c4c5c(sc4ncn3n2)CCCCC5)cc1 | -1.4 | 13 | 8 | 0.5
Clc1ccccc1Cn1nnc(-c2cccs2)n1 | -0.5 | -40 | 10 | 0.8
CN1CCC(Oc2cc(-c3cn[nH]c3)ccc2NC(=O)[C@@H]2COc3ccccc3O2)CC1 | 1.1 | 5 | -9 | -0.3
COc1ccc(S(=O)(=O)N2CCOCC2)c(C)c1C | 0.0 | -5 | 2 | -0.1
O=C(Nc1ccc(Cl)cc1)C1CCCN1S(=O)(=O)c1cccc2cccnc12 (stereo not drawn) | 0.3 | -3 | 5 | -0.1
COc1cc(/C=C/C(=O)OCc2ccc(C#N)cc2)cc(OC)c1OC | 0.3 | -4 | -6 | -0.1
CN=c1sc2ccccc2n1CC(O)c1ccccc1 (stereo not drawn) | -0.1 | 7 | 6 | 0.0
O=S(=O)(c1cccc2nsnc12)N1CCN(C23CC4CC(CC(C4)C2)C3)CC1 | 1.1 | 12 | 7 | 0.0
COC(=O)c1ccc2c(=O)n(Cc3ccc(C(=O)NCCCN4CCOCC4)cc3)c(=S)[nH]c2c1 | -1.0 | -12 | -3 | 0.0

Next part:
canonical_smiles | GPR151 activ | TEAD-YAP inh | MITF inh | FBW7 activator
O=C(CNc1ccccc1F)N/N=C/c1ccc(Cl)cc1 | 1.6 | 0 | 0 | -0.1
O=c1oc2cc(OCc3ccc(Cl)cc3)ccc2c2c1CCCC2 | 1.3 | -4 | 7 | 0.0
O=c1oc2ccc(Br)cc2cc1-c1nnc(-c2cccc(Cl)c2)o1 | 1.1 | -2 | -3 | 0.1
O=C(/C=C\c1ccc(Cl)cc1)Nn1c(-c2cccc(Cl)c2)nc2ccccc2c1=O | 3.0 | 7 | 5 | 0.0
COc1cc(NC(=O)CSc2nnnn2C)cc(OC)c1 | 5.1* | 6 | -3 | 0.0
O=C(Nc1ccccc1C(=O)N1CCCCC1)c1cccc(S(=O)(=O)Nc2ccccc2)c1 | -0.1 | -3 | 18 | -0.1
CCOC(=O)c1nnn(C(CC)C(=O)Nc2ccccc2F)c1C(=O)OCC (stereo not drawn) | -0.6 | -7 | 5 | 0.1
CCN1C(=O)/C(=C(/C#N)c2nc3ccccc3s2)c2ccccc21 | 0.1 | 10 | 14 | 0.4
O=CN1CCN(C2Cc3ccccc3C2)CC1 | -0.4 | -6 | -7 | 0.1
CC(=O)N1N=C(c2ccc3ccccc3c2)OC1(C)C | -0.8 | 3 | -6 | -0.1
O=C(CCc1nnc(-c2ccc(-c3ccccc3)cc2)o1)NC[C@@H]1CCCN2CCCC[C@H]12 | 1.4 | 13 | 4 | 0.0
CC(=O)Nc1ccc(S(=O)(=O)NCC(c2ccc3c(c2)CCN3C)N2CCCCC2)cc1 (stereo not drawn) | 0.6 | -8 | -8 | -0.2
CCOc1ccc(-n2c(C)c3c(C)nnc(C)c3c2C)cc1 | -1.0 | 2 | -10 | 0.1
Cc1[nH]ncc1-c1ccc(NC(=O)C2COc3ccc(C(=O)N(C)CCN(C)C)cc3C2)cc1 (stereo not drawn) | -2.2 | -8 | -4 | -0.1
CCOc1ccc(N2C(=O)C3ON(c4ccccc4)C(c4ccc(SC)cc4)C3C2=O)cc1 (stereo not drawn) | -1.7 | 6 | 14 | 0.4
COC(=O)CC1SC(=O)NC1=O (stereo not drawn) | 0.5 | -2 | 13 | 1.1
CC(=O)N1CCC2(CC1)OCc1cc(-c3ccc4c(c3)CCO4)ccc1O2 | 0.8 | -11 | -18 | -0.4
COC(=O)N/N=C/c1cc(Br)c(O)c(OC)c1 | -0.5 | 0 | -7 | 0.2
Cc1c(CC(=O)N2CCOCC2)c(=O)oc2cc(O)ccc12 | 0.4 | 3 | 1 | 0.1
COc1cc([N+](=O)[O-])cc2sc(NC(=O)c3c(F)cccc3F)nc12 | -0.5 | -3 | -6 | -0.1
Cc1ccc2onc(CNC(=O)NCC3CCCO3)c2c1 (stereo not drawn) | 0.9 | 1 | 9 | 0.1
Cc1cc(=O)[nH]c2nnc(SCC(=O)N3CCC(Cc4ccccc4)CC3)n12 | -3.0 | 2 | 0 | -0.2
Cc1ccc(/C(N)=N/OC(=O)c2ccc3c(c2)OCO3)n1C | -0.2 | -14 | -5 | -0.1
CC1CC(C)CN(C(=O)c2ccc(N3CCCC3=O)cc2)C1 (stereo not drawn) | -0.2 | -15 | -27 | 0.2
COc1cc(C(=O)NC2CC3CCC(C2)N3C2CC2)cc(OC)c1OC (stereo not drawn) | -0.3 | 13 | -5 | 0.1

(continued)
SMILES,GPR151 activ,TEAD-YAP inh,MITF inh,FBW7 activator
C=CCN(CC=C)Cn1nc2c3ccccc3ncn2c1=O,0.4,10,10,0.1
CSc1cccc(CN2CCC(Oc3cccc(C(=O)N4CCOCC4)c3)CC2)c1,0.0,13,8,0.2
NC(C(=O)N1CCC(C(=O)Nc2ccc3[nH]ncc3c2)CC1)c1ccc(C(F)(F)F)cc1 (stereo not drawn),-0.3,9,16,0.1
COc1ccc(CCNC(=O)c2c[nH]c3ccc(S(=O)(=O)N4CCC5(CC4)OCCO5)cc3c2=O)cc1OC,-0.8,3,-5,0.0
COc1ccc(/C=C(\C#N)C(=O)OCC(=O)NC(=O)NCCC(C)C)cc1,-0.2,-1,3,-0.2
CCCOc1ccc(C2C(C(=O)OC)C(=O)CC(C)(O)C2C(=O)OC)cc1OC (stereo not drawn),0.0,8,8,1.6
CCc1cc2c(=O)c(-c3nc(C)cs3)c(C)oc2cc1O,-1.3,4,-20,0.0
CCCOc1cn(-c2ccc(F)cc2)nc1C(=O)Nc1cccc(C)c1C,0.5,-2,-1,0.0
COc1ccc(C2NC(C(=O)O)Cc3c2[nH]c2ccccc32)c(OC)c1OC (stereo not drawn),1.7,3,3,0.2

Sorted by SMILES length (low to high): 10 of the compounds above.
SMILES,GPR151 activ,TEAD-YAP inh,MITF inh,FBW7 activator
C=CCN(CC=C)Cn1nc2c3ccccc3ncn2c1=O,0.4,10,10,0.1
CCc1cc2c(=O)c(-c3nc(C)cs3)c(C)oc2cc1O,-1.3,4,-20,0.0
CC1CC(C)CN(C(=O)c2ccc(N3CCCC3=O)cc2)C1 (stereo not drawn),-0.2,-15,-27,0.2
Cc1ccc(/C(N)=N/OC(=O)c2ccc3c(c2)OCO3)n1C,-0.2,-14,-5,-0.1
CCCOc1cn(-c2ccc(F)cc2)nc1C(=O)Nc1cccc(C)c1C,0.5,-2,-1,0.0
COc1ccc(C2NC(C(=O)O)Cc3c2[nH]c2ccccc32)c(OC)c1OC (stereo not drawn),1.7,3,3,0.2
Cc1cc(=O)[nH]c2nnc(SCC(=O)N3CCC(Cc4ccccc4)CC3)n12,-3.0,2,0,-0.2
CCCOc1ccc(C2C(C(=O)OC)C(=O)CC(C)(O)C2C(=O)OC)cc1OC (stereo not drawn),0.0,8,8,1.6
NC(C(=O)N1CCC(C(=O)Nc2ccc3[nH]ncc3c2)CC1)c1ccc(C(F)(F)F)cc1 (stereo not drawn),-0.3,9,16,0.1
COc1ccc(CCNC(=O)c2c[nH]c3ccc(S(=O)(=O)N4CCC5(CC4)OCCO5)cc3c2=O)cc1OC,-0.8,3,-5,0.0

Screening results (PubChem)
